Assay outcomes (PubChem)
FLuc inh – Photinus pyralis luciferase inhibition; P08659; purified P. pyralis luciferase, luminescence, biochemical; Potency, µM (series often up to 115 µM), without a hit: top-dose activity change, negative = inhibition, actives largely listed as inhibitors; actives 2.5% (n = 76,000); also: potency is read from the fitted curve at half-maximal effect; nearly all actives have a fitted effect of over 65% in size
Target sequence (P08659 whole entry, looked up): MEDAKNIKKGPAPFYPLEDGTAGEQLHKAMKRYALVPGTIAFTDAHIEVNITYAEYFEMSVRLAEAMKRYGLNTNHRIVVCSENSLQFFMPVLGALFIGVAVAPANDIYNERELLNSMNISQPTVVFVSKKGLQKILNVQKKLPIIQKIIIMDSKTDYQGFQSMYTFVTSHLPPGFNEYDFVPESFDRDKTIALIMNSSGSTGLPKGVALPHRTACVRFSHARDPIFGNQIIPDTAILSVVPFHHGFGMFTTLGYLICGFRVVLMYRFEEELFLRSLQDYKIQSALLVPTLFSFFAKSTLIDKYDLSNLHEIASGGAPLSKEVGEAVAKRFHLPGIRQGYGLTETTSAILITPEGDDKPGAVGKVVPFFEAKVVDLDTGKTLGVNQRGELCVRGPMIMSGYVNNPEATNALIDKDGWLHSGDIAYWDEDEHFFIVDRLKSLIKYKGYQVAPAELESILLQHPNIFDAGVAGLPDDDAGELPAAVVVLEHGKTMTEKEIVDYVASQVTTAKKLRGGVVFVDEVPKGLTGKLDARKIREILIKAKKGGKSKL
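Luminescence read by CCD imaging after purified firefly luciferase (10nM final) was added to substrate buffer holding 10uM D-luciferin and 10uM ATP, pH 7.5, pre-dosed with compound.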
IP6K1 inh – IP6K1 kinase inhibition | Q92551 | activity change, % (series mostly up to about 58 µM) | IP6K1 kinase, ADP-Glo luminescence, 2 h; active compounds read low | AID 1645851 | actives 0.81% (n = 140,000); in the data active = activity change below about -25%
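ADP-Glo luminescence measures ADP made by human IP6K1 during a 2 h RT reaction with ATP/IP6 (mix at 1.3 mM/130 uM); top library doses 57.5 and 19.1 uM final.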
HEK293 tox – kills HEK 293 cells; actives 6.6% (n = 94,000); AID 1345083; Potency, µM (highest dose often 115 µM), for the others: at the highest dose activity change, negative = cytotoxicity, hits mostly inhibitors; HEK 293 viability, ATP luminescence (CellTiter-Glo), 48-72 h; also: potency is read from the fitted curve at half-maximal effect; nearly all actives have a fitted effect of over 60% in size
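Luminescence from cellular ATP, measured with CellTiter-Glo, indicates HEK 293 viability. Cells plated at 250 cells/well are treated with compound for 48 or 72 hr at 37 degree Celsius before reagent addition.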
SNCA viab count – cell viability loss counter-screen. HEK-293-SNCA-luc viability, GF-AFC fluorescence, 24 h. Potency, µM (doses to about 57.1 µM), inactives show top-dose activity change, negative = cytotoxicity, usual class: cytotoxic. actives 0.12% (n = 150,000);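 also: potency is read from the fitted curve at half-maximal effect; 0% = DMSO-treated cells and -100% = medium-only wells without cells; nearly all actives have a fitted effect of over 30% in size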
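Cytotoxicity counterscreen: after 24 h compound treatment of genome-edited SNCA-luciferase HEK-293 cells, live-cell protease substrate GF-AFC read by fluorescence after 30 min; activity scaled between DMSO (0%) and medium-only (-100%), curves Hill-fitted.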
NIH3T3 tox – NIH 3T3 cell cytotoxicity; NIH 3T3 viability, CellTiter-Glo ATP luminescence, 48-72 h; Potency, µM (titrated, usually from 96.7 µM), for inactives: at the highest dose activity change, negative = cytotoxicity, usual class: inhibitors; actives 4.3% (n = 94,000); AID 1345082; also: potency is read from the fitted curve at half-maximal effect; nearly all actives have a fitted effect of over 55% in size
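Luminescent ATP readout (CellTiter-Glo, 10 min RT) after 48 or 72 hr compound exposure of NIH 3T3 cells seeded at 400 cells/well in 1536-well format; quantitative HTS.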
SNCA expr inhib – reduces expression of the alpha-synuclein gene; HEK-293 SNCA-luciferase knock-in, luminescence, 24 h; Potency, µM (titrated, usually from 57.2 µM), for the others: at the top dose activity change, negative = inhibition, hits mostly inhibitors; actives 0.17% (n = 140,000);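 also: potency is read from the fitted curve at half-maximal effect; plate controls were DMSO cells for no effect and cell-free wells for full effect; nearly all actives have a fitted effect of over 45% in size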
GPT2 inh – blocks human glutamate pyruvate transaminase 2; Q8TD30; Recombinant GPT2, coupled pyruvate oxidase/HRP Amplex Red fluorescence; Potency, µM (doses to about 57.7 µM), inactives show at the highest dose activity change, negative = inhibition, usual class: inhibitors; actives 0.25% (n = 100,000); also: potency is read from the fitted curve at half-maximal effect; nearly all actives have a fitted effect of over 60% in size; many of its hits are not listed in these tables
Target sequence (Q8TD30 whole entry, looked up): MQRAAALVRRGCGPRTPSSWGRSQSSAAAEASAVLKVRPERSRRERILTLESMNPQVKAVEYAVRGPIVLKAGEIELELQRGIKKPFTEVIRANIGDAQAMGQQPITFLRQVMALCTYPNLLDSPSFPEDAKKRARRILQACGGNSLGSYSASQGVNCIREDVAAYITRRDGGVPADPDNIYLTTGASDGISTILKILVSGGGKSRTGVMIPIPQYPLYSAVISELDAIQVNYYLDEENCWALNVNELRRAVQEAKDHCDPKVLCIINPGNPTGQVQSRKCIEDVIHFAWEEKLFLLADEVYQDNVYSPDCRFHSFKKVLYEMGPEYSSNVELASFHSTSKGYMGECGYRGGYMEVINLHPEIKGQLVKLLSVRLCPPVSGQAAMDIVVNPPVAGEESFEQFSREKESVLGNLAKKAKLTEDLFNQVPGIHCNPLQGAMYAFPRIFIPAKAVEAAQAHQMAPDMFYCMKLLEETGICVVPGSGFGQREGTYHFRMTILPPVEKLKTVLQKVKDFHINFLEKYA
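GPT2 10ng/uL, a-KG 250uM, L-Ala 2mM, HEPES pH7.5 + 0.0001% Tween; 30 min RT. Then Amplex mix (PO/HRP/ThPP), 30 min RT dark, fluorescence. AOA 50uM used as positive control.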
* marks the source's active call; other numbers are inactive results; i = inactive; u = inconclusive; x = not tested or not shown; & = joins results of further samples; [ ] = another dose, or the depositor's remark. Unless noted, calls follow the shape of the dose curve; as a rule, active = well fitted curve in the direction sought with a large enough effect; inconclusive = small, poorly fitted or top-dose-only effect, or another doubt; inactive = no such curve, though single readings can be large; an effect the other way counts as inactive or inconclusive. Unless noted, % is scaled to controls: 0 for no effect and ±100 for the full control effect.

Structure | FLuc inh | IP6K1 inh | HEK293 tox | SNCA viab count | NIH3T3 tox | SNCA expr inhib | GPT2 inh
CCn1c(C2CCCNC2)nn(Cc2csc(-c3ccccc3)n2)c1=O (configuration not stated) | -5% | -8 | -20% | -8% | -26% | 40%[activator] | -20%
COc1cccc(CC2(CO)CCCN(c3ccc(-c4nccn4C)nn3)C2)c1 (configuration not stated) | -3% | 5 | 20µM* | u | u | -13% | i
COc1ccc(NC(=O)Nc2cnc3c(c2)CCC3)cc1 | x | 29 | -12% | -12% | u | -6% | i
COc1ccc(CNC(=O)Cc2c(C)c3cc4c(C)coc4c(C)c3oc2=O)cc1 | x | 9 | x | 9% | x | 9% | x
Fc1ccccc1-c1nc(N2CCN(c3cccc(Cl)c3)CC2)c2ccccc2n1 | x | 6 | x | -6% | x | 11% | x
COc1ccc(-c2cc(N3CCC(NC(=O)c4ccc(C)cc4)C3)n[nH]2)cc1 (configuration not stated) | -7% | 10 | u | -16% | u | -31% | u
O=C(CC1CCCC1)NC1CCN(c2cnn(Cc3ccccc3)c(=O)c2)CC1 | 0% | 24 | u | -2% | -15% | -3% | i
c1cncc(-c2nnc3n2CCN(Cc2ccsc2)C3)c1 | -1%[172 µM] | 0 | 4%[172 µM] | -9%[87.6 µM] | -11%[138 µM] | -15%[87.6 µM] | i
COc1ccc(C(=O)N2CCC(N3C[C@H](Oc4ccccc4)[C@@H]3c3ccncc3)CC2)cc1 | x | 17 | u | -3% | u | 19% | -9%
C[C@H]1O[C@@H](n2cc(F)c(=O)[nH]c2=O)[C@H](O)[C@H]1O | x | x | x | -3% | x | -3% | i
CC1(C)O[C@H]2[C@@H](O1)[C@@H](C(=O)Nc1ccccc1C(F)(F)F)O[C@@H]1OC(C)(C)O[C@@H]12 | x | -13 | x | -6% | x | -16% | x
OC[C@@]1(O)CO[C@@H](OC[C@H]2O[C@@H](Oc3ccccc3)[C@H](O)[C@@H](O)[C@@H]2O)[C@@H]1O | x | -1 | x | -8% | x | x | i
O=C(NCc1ccc(Cl)nc1)c1ccn2nccc2c1 | 3%[172 µM] | 1 | 0%[172 µM] | -2%[87.6 µM] | -8%[138 µM] | 22%[87.6 µM] | i
COC1CCC12CCN(C(=O)NC1CCCCC1)CC2 (configuration not stated) | -10% | -11 | i | -4% | -1% | 29% | -8%
CC1(C(=O)NCc2ccncc2)CN(Cc2ccccc2)Cc2ccc(N3CCOCC3)nc21 (configuration not stated) | -1% | 16 | -19% | -2% | u | -12% | 4%
CCCCN(CCCC)C(=O)c1c[nH]c2ccc(S(=O)(=O)Nc3cccc(Cl)c3C)cc2c1=O | x | 15 | x | -1% | x | -28% | x
O=C(Nc1cccc(F)c1)C1CN(C2CCCC2)C(=O)N1 (configuration not stated) | x | -16 | 4%[172 µM] | 3%[12.5 µM] | 0%[138 µM] | 12%[87.6 µM] | 1%[88.5 µM]
COc1ccc(NC(=O)CCS(=O)(=O)c2ccc3c(c2)oc(=O)n3C)cc1OC | x | 27 | x | 28% | x | u | x
CCn1cnnc1CC1CCN(C(=O)c2cc(-c3ccc(F)cc3)nc3ccccc23)CC1 | 14µM* | 17 | -31% | 3% | u | 29% | i
CNC(=O)c1cc(C)nc2onc(C3CCN([S+](=O)([O-])c4ccccc4)C3)c12 (configuration not stated) | x | 3 | -6% | x | -1% | x | x
CC(=O)NC[C@H]1CCN(Cc2cccc(Cl)c2)C[C@H]1N(C)C | 3% | 2 | i | 3%[12.5 µM] | i | -2% | -3%
CC(C)NC(=O)c1ccccc1OCC1CCCN(Cc2ccc(Br)o2)C1 (configuration not stated) | 8% | -4 | u | -29% | u | 8% | 2%
COc1ccc(Nc2ncc(C(=O)N3CCN(c4ccc(F)cc4)CC3)c3ccccc23)cc1 | x | 7 | x | -5% | x | u | x
Cc1nn(-c2ccccc2)c2c1C(C)N(C1CCN([S+](=O)([O-])c3c(C)noc3C)CC1)C2=O (configuration not stated) | x | -3 | 2% | x | -19% | x | x
Nc1ncccc1CN1CCCC12CCN(c1ccc(C(F)(F)F)cn1)CC2 | 5% | 8 | u | -1% | u | 2% | u
COC(=O)N1CCN(c2nccc(Nc3ccccc3OC)n2)CC1 | x | 4 | u | 13% | u | 153%[activator] | u
CN(C)CCCC(=O)NC[C@@H]1CC[C@H]2C[C@@H]1C2(C)C | -3%[172 µM] | 1 | -26%[172 µM] | -8%[87.6 µM] | u | 11%[87.6 µM] | u
Cc1ccsc1C(=O)NCc1nnc2ccc(-c3ccc(Cl)cc3)nn12 | 15% | 7 | u | -13% | -10% | -24% | 2%
COC(=O)CN1C(=O)C(C)(C)c2cc(S(=O)(=O)NCc3ccc(Cl)cc3)ccc21 | x | 8 | x | 7% | x | 37%[activator] | x
O=C(c1ccc(C2CCCNC2)cc1)N1CCC(N2CCCC2)CC1 (configuration not stated) | -4% | -15 | i | -15% | -2% | -19% | i

Pulled by compound from the entries so far:
Structure | FLuc inh | IP6K1 inh | HEK293 tox | SNCA viab count | NIH3T3 tox | SNCA expr inhib | GPT2 inh
c1cncc(-c2nnc3n2CCN(Cc2ccsc2)C3)c1 | -1%[172 µM] | 0 | 4%[172 µM] | -9%[87.6 µM] | -11%[138 µM] | -15%[87.6 µM] | i
COc1ccc(Nc2ncc(C(=O)N3CCN(c4ccc(F)cc4)CC3)c3ccccc23)cc1 | x | 7 | x | -5% | x | u | x
COc1ccc(CNC(=O)Cc2c(C)c3cc4c(C)coc4c(C)c3oc2=O)cc1 | x | 9 | x | 9% | x | 9% | x
Cc1nn(-c2ccccc2)c2c1C(C)N(C1CCN([S+](=O)([O-])c3c(C)noc3C)CC1)C2=O (configuration not stated) | x | -3 | 2% | x | -19% | x | x

(further entries)
Structure | FLuc inh | IP6K1 inh | HEK293 tox | SNCA viab count | NIH3T3 tox | SNCA expr inhib | GPT2 inh
COc1ccc(-c2cc(C[C@@H]3CC[C@H](O)[C@@H](CN(Cc4cccc(OC)c4)Cc4cccc(OC)c4)O3)no2)cc1 | u | -3 | u | -29% | u | -30% | u
Cc1ccccc1-c1nc(CS(=O)(=O)CC(=O)NCCCc2ccccc2)c(C)o1 | x | 12 | x | 14% | x | -15% | x
O=C(NCc1ccc(Cl)nc1)c1ccn2cncc2c1 | -2%[172 µM] | 11 | u | 2%[87.6 µM] | -25%[138 µM] | -8%[87.6 µM] | 0%[88.5 µM]
Cc1ccccc1Nc1ncnc2c1cnn2C | x | 26 | x | 4% | x | 24% | x
CCOC(=O)c1ccc(NC(=O)CC2Nc3cc(C)c(C)cc3NC2=O)cc1 (configuration not stated) | x | 2 | x | u | x | u | x
C[S+](=O)([O-])Nc1cccc(-c2cc3c(ccn3Cc3ccncc3)c(N3CCOCC3)n2)c1 | -3% | -20 | -22% | 1% | u | -7% | u
O=C(NCCc1ccccc1)C1CN(C2CCCCC2)C(=O)N1 (configuration not stated) | x | -4 | -3%[172 µM] | 0%[12.5 µM] | -16%[138 µM] | -23%[87.6 µM] | 3%[88.5 µM]
Cc1ccc(C)c(NC(=O)CCc2nc3cccnc3n2Cc2cccs2)c1 | x | 15 | x | -7% | x | -4% | x
COc1ccc(-c2c(C(=O)NC3CCCCC3)nc3sccn23)cc1 | x | 3 | u | -9% | -27% | -7% | 4%
CC(C)(O)C1Cc2c(ccc(C(=O)CCc3ccccc3)c2O)O1 (configuration not stated) | x | 5 | x | 4% | x | x | 0%[27.3 µM]
COCCN1CC(CO)C2(CCN(C(=O)Cc3cccc(F)c3)CC2)C1 (configuration not stated) | 6% | 6 | u | 5%[12.5 µM] | i | u | -11%
CN1C(=O)C(c2ccccc2)CC12CCN(C(=O)c1ccoc1)CC2 (configuration not stated) | 3% | 12 | i | -5% | i | -5% | -3%
COc1ccc(-c2ccnc3nc(C4CCC4)nn23)cc1OC | -3% | 6 | u | 5% | u | 32%[activator] | -26%
Cc1nc2nncn2c(Nc2ccccc2)c1C | x | 8 | x | -7% | x | 43%[activator] | x
Nc1ncnc2nc(-c3ccc(N4CCOCC4)nc3)cc(-c3cccc(Br)c3)c12 | x | x | x | u | x | 26%&-2% | -8%
NCc1ccc(OCCCc2sc(-c3ccc4c(c3)/C(=N/Nc3nc5ccccc5s3)CCC4)nc2C(=O)O)cc1 | x | -13 | x | u | x | 12% | -20%&-3%
COC(=O)NC1CCCN(Cc2ccc(-c3cncnc3)cc2)C1 (configuration not stated) | x | -6 | i | -9%[12.5 µM] | i | 7%[87.6 µM] | i
c1ccc(CNc2ncc(CN3CCC4(CCNCC4)CC3)cn2)cc1 | 8% | 4 | -41% | 0% | u | -6% | 1%
Cc1c(C(=O)Nc2ccccc2F)sc2nc3n(c(=O)c12)CCC3 | x | -7 | x | 2% | x | 40%[activator] | x
CC1(CCC(=O)N2CCC(Oc3ccccc3F)(C(=O)O)CC2)CC1 | -3% | 5 | -7% | 8% | i | 26% | -9%
COc1ccccc1C(=O)N1CCC(OC2CCN(C)CC2)CC1 | 7% | -11 | -5% | 13% | -4% | -1% | i
COc1ccccc1NC(=O)c1oc2ccccc2c1NC(=O)COc1ccccc1OC | x | 20 | x | 0% | x | -11% | x
O=C(NC1CCCC1)c1ccc(CSc2nc3cccnc3n2Cc2ccccc2)cc1 | x | -2 | x | -7% | x | 14% | x
COc1cccc(CNC(=O)C2CN(c3cccc(Cl)c3)C(=O)N2)c1 (configuration not stated) | -2% | 5 | u | -4% | u | 23% | i
COc1ccc(S(=O)(=O)c2c(O)c(C)cc(NS(=O)(=O)c3ccc(Cl)cc3)c2C(C)C)cc1 | x | 19 | x | -25% | x | u | x
CC(C)c1ccc(C2=CC(c3ccc(C(C)C)cc3)n3nnnc3N2)cc1 (configuration not stated) | x | 9 | x | u | x | 172%[activator] | x
Cc1ccc(-n2nc(C(=O)Nc3cccc(C#N)c3)c3c4ccccc4n(C)c3c2=O)cc1 | x | 37 | x | 7% | x | 12% | x
COc1ccc(C)cc1NC(=O)CC[C@H]1NC(=O)c2ccccc2NC1=O | -3% | 3 | 2% | 8% | i | -17% | i
O=C(NCc1ccc(Cl)cc1)C1CCN(c2nn3cc(-c4ccc(F)cc4)nc3s2)CC1 | x | -3 | x | -7% | x | 123%[activator] | x
CC(C)=CCO[C@H]1CCOC[C@H]1NC(=O)CCc1ccc(=O)[nH]n1 | 1% | -2 | -3% | -5% | -14% | -3% | i
C#CCNC(=O)[C@@H]1CCCN1[C@@H](C(=O)NC)c1ccccc1F | 0%[172 µM] | 1 | i | 0%[87.6 µM] | i | 4%[87.6 µM] | -18%[88.5 µM]
COC(=O)c1ccccc1NC(=O)N1CCC[C@@H](O)[C@H](NC(=O)c2ccc(OCc3ccccc3)cc2)C1 | 1% | 3 | u | -6% | u | 1% | -14%
O=S(=O)(N[C@H]1CO[C@H]2[C@@H]1OC[C@@H]2n1nnnc1-c1ccccc1)c1cccc2cccnc12 | 6% | 10 | -10% | 6% | -22% | -25% | i
Cc1cccc(C(=O)N2CC(c3nnc(C(C)C)o3)C3(CCOCC3)C2)c1 (configuration not stated) | -5% | 15 | -4% | 1% | 3% | -25% | -9%
